High-throughput results: PubChem BioAssay, several laboratories
PMI inhibition: human PMI inhibitors, high substrate, primary screen, biochemical, fluorescence intensity, high mannose 6-phosphate (AID 1220). recombinant PMI enzyme, coupled fluorescence intensity; higher % means a stronger effect. hit rate 0.66% among 190,000. inhibition, % at 20 µM; hits with a dose series show IC50 in µM
MT stabilizer: microtubule stabilization, imaging screen. HeLa tubulin immunostaining HCS, 24 h; share of cells brighter than vehicle mean+2SD. hit rate 0.83% among 200,000. % tubulin-high responders, % at 10 µM;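 active means plate Z-score above 3 for both tubulin-high and condensed-nucleus cell shares, with cell loss under 80%, at 10 µM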;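 further: anti alpha tubulin signal scored within the nucleus-defined area of each cell; some results filed as inactive read as strong as hits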
Yfh1-off respiration: mitochondrial function rescue without frataxin homolog – Friedreich's ataxia, plus single-dose screen, dose response (AID 1465); hit rate 0.074% among 220,000; fold induction at 50 µM; hits with a dose series show EC50 in µM; S. cerevisiae Yfh1-off respiration, WST-1 reduction, 72 h; higher fold induction means a stronger effect;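 active means fold induction of absorbance versus untreated yeast above a set limit, then at least 30% activation at any dose in follow-up; inconclusive means repeats straddling the limit, or above it without dose testing; inactive means fold induction below the set limit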;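 further: activators that raise dye reduction in frataxin-depleted yeast; strong numbers were not always called active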
Ins promoter up: MIN6 insulin promoter up-regulation; hit rate 0.3% among 190,000; MIN6 insulin promoter-GFP reporter, high-content imaging; stronger effect = higher value; z-score at 5 µM;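 active means z-score above 3 at 5 µM with at least 500 cells counted in the well; inconclusive means wells under 500 cells, flagged as cytotoxic or low count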
PMI inhibitors: inhibitors of human PMI, primary screen, biochemical, fluorescence intensity, coupled assay (AID 1209) | one-dose inhibition, % at 20 µM; IC50 in µM for titrated hits | hit rate 0.42% among 190,000 | purified PMI enzyme, coupled fluorescence intensity; higher % means a stronger effect;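 further: plate controls were DMSO vehicle for no effect and wells lacking substrate for full effect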
WT yeast gro inh: growth inhibition of WT yeast, mitochondrial fusion screen; inhibition, % at 10 µM; hit rate 2.1% among 190,000; mitochondrial fusion phenotypic screen, WT strain; AID 1362; in the data active means inhibition above about 58%; tested in S. cerevisiae
bCat nuc transl: alters nuclear translocation of beta-catenin in HeLa cells; immunofluorescence imaging; nuclear translocation activity, % at 5 µM; hit rate 0.3% among 190,000;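 active means nuclear translocation activity above 50% at 5 µM, with a well cell count of 50 or more; inconclusive means wells under 50 cells across six images, flagged as toxic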;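 further: per-cell ratio of nuclear to cytoplasmic median beta-catenin stain intensity; plate controls were DMSO negative control for no effect and GSK-3 inhibitor IX positive control for full effect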
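assay system = human HeLa cells, endogenous beta-catenin | times = compound treatment 24 h, 37°C, 5% CO2 | detection = Anti-beta-catenin immunofluorescence on PFA-fixed, Triton-permeabilized cells, DAPI nuclei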
Autophagy mod: autophagy modulation, high-content screen. MEF GFP-LC3 puncta imaging; test concentration mostly 10 µM. calls only at 10 µM (by protocol). hit rate 0.98% among 190,000;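 active means percentage of spot-positive cells more than 3 SD above its plate mean, without a fluorescence outlier flag or 80% toxicity; inconclusive means no clear call, values can overlap the other calls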;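 further: spot-positive cell cutoff set from DMSO-treated cells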
Dynein transport: dynein cargo transport inhibition; hit rate 0.47% among 220,000; z-score, hits read low; 3617.4 mouse cells, GR-EGFP nuclear translocation imaging; test concentration mostly 20 µM; stimulated with dexamethasone, 1 µM; stronger effect = lower value;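 active means plate z-score of nuclear minus cytoplasmic receptor signal below a set negative limit, without overly bright fluorescence or cell loss, cut at about -3.5 in these data, passing the limit was not always enough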;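 further: z-score of nuclear minus cytoplasmic ring GR-EGFP intensity difference per well; some compounds called inactive have numbers as strong as hits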
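Also added: dexamethasone, 1.0 µM final. Medium: tet-free, stripped-serum medium. Detection: fixed, Hoechst-stained cells imaged at 10x for EGFP. Read-out: nuclear-to-cytoplasmic GR-EGFP distribution per well. Times: induction 48 h, compound 1 h, agonist 30 min.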
WT yeast gro inh mutant strain: also measured in WT yeast gro inh; calls as there; inhibition, %; mitochondrial fusion phenotypic screen, mutant strain inhibition
Dynein transport cytoplasmic EGFP: recorded beside Dynein transport, whose call it bears; z-score; measured here: cytoplasmic GR-EGFP intensity; stronger effect = higher value
Dynein transport nuclear GR-EGFP: also measured in Dynein transport; calls as there; z-score; measured here: nuclear GR-EGFP intensity;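 lower value marks the stronger effect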
Dynein transport cell count: also measured in Dynein transport; calls as there; z-score; measured here: cell count per field
Ins promoter up cell count: recorded beside Ins promoter up, whose call it bears; cell count; measured here: cytotoxicity, nuclei count;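 total cells summed across four imaged fields per well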
bCat nuc transl cell count 5 µM: second read-out of bCat nuc transl, no call of its own (marks repeat the call); cell count; measured here: cell count, cytotoxicity flag
MT stabilizer Hoechst-high %: further read-out of MT stabilizer, marked with its call; % Hoechst-high responders; measured here: nuclear condensation Hoechst responders;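 share of cells brighter than vehicle mean plus two SD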
MT stabilizer cytotoxicity %: also measured in MT stabilizer; calls as there; toxicity, %; measured here: cytotoxicity by cell density;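 0% = mean cell density of plate MIN control wells and 100% = no cells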
Autophagy mod cell loss 18 h: recorded beside Autophagy mod, whose call it bears; toxicity, %; measured here: cell loss, nuclei count;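 cell loss after 18 h compound exposure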
Active calls of the source: *; i = inactive; ? = inconclusive; nt = not tested or not shown. Unless noted, no stated cut-off is given here; in the data, active means inhibition above about 50%; inactive means the rest.

SMILES	PMI inhibition	MT stabilizer	MT stabilizer Hoechst-high %	MT stabilizer cytotoxicity %	Yfh1-off respiration	Ins promoter up	Ins promoter up cell count	PMI inhibitors	WT yeast gro inh	WT yeast gro inh mutant strain	bCat nuc transl	bCat nuc transl cell count 5 µM	Autophagy mod	Autophagy mod cell loss 18 h	Dynein transport	Dynein transport cytoplasmic EGFP	Dynein transport nuclear GR-EGFP	Dynein transport cell count
Cn1c(N2CCOCC2)c(/C=N/OC(=O)c2ccc(F)cc2)c2ccccc21	14.4%	2.3	2.9	5.1	i	-2.45	711	14.9%	-8.9	10.2	-1.1	1351	i	0.7	-0.441	-0.21	0.32	0.164
Cc1cc(Nc2cc(F)ccc2C)n2ncnc2n1	16.2%	4.5	3.2	6.7	i	0.56	1786	11.7%	-6.5	-3.4	1.5	1056	i	3.0	-0.627	-0.202	-0.000474	0.861
COc1ccccc1/C=C/C(=O)NC(=S)N(C)C1CCCCC1	11.6%	1.7	2.0	7.0	i	nt	nt	16.0%	21.8	12.4	nt	nt	i	15.2	2.97	-0.123	1.43	-1.69
COc1ccc(C[C@H]2CN3C(=NC[C@@H]3Cc3ccc(O)cc3)N2C[C@H](C)NC(=O)c2ccc(C)c(Br)c2)cc1	nt	nt	nt	nt	i	?	nt	nt	nt	nt	2.9	978	nt	nt	0.388	-0.747	0.204	-0.348
CN(C[C@@H](CC1CCCCC1)N(C[C@H](Cc1ccccc1)N(CCc1ccccc1)N=O)N=O)N=O	12.2%	3.1	2.5	10.3	i	-0.75	1301	5.9%	16.6	5.9	-0.4	1132	i	7.8	-0.396	-0.295	0.0308	-0.0797
O=C(COC(=O)CC1CC2CCC1C2)NC(=O)NCc1ccco1 (stereo unspecified)	-13.7%	2.0	1.4	4.8	i	2.88	810	-7.3%	9.5	-2.7	2.3	893	i	2.7	-0.879	0.156	-0.141	0.483
CC1(C)CC(c2csc(N)n2)CCO1 (stereo unspecified)	-1.6%	6.7	3.0	10.9	i	0.06	1259	-3.7%	1.8	1.9	0.5	1154	i	-43.3	-1.2	-0.155	-0.659	0.816
C=CCc1cccc2cc(C(=O)NC3CCCCC3)c(=O)oc12	11.4%	1.8	2.4	3.8	i	1.01	1197	10.3%	10.1	-18.8	nt	nt	i	-0.8	0.513	-0.346	-0.00978	0.74
COc1ccccc1CNC(=O)CN(c1cccc([N+](=O)[O-])c1)S(C)(=O)=O	-4.0%	3.4	3.2	5.0	i	0.06	1646	-6.5%	17.5	10.5	6.7	883	i	5.4	0.909	-0.297	1.15	-0.039
CC1CCN(C2(O)C(=O)Nc3ccc([N+](=O)[O-])cc32)CC1 (stereo unspecified)	2.9%	1.6	1.7	8.2	i	-0.02	1564	4.9%	-5.1	5.6	0.2	1338	i	6.7	-0.61	-0.178	-0.51	0.891
CCOC(=O)CNC(=O)CN1C(=O)CC(c2ccccc2)S(=O)(=O)c2ccccc21 (stereo unspecified)	-17.3%	3.1	1.8	5.7	i	0.73	1136	-18.6%	-1.6	12.5	-0.5	1008	i	6.0	-0.98	-0.178	0.169	1.81
N/C(=N\OC(=O)Cc1ccccc1[N+](=O)[O-])c1cccc(Br)c1	-1.1%	4.9	2.4	8.0	i	0.69	1522	2.4%	42.2	42.7	0.1	980	i	14.5	-1.27	-0.187	-0.767	1.06
Nc1nonc1N1CCCCC1	13.1%	3.9	1.8	5.3	i	0.45	1223	8.4%	4.0	8.5	0.4	1023	i	3.9	3.37	-0.201	2.41	-1.82
CC(C)(C)NC(=O)c1ccccc1NC(=O)c1ccc2c(c1)OCO2	1.1%	6.8	2.7	22.6	i	-0.11	1486	1.3%	14.9	0.9	1.5	1517	i	21.6	0.322	-0.314	0.844	-0.524
Cc1cccc(CSc2ccc3nnc(-c4cccnc4)n3n2)c1	-2.9%	4.2	2.6	7.3	i	-0.11	1355	2.7%	15.1	1.8	-0.7	997	i	-21.5	-0.587	-0.288	-0.547	0.467
O=C(c1ccccc1)c1sc(N2CCOCC2)nc1-c1ccccc1	1.1%	5.5	2.4	10.7	i	-0.55	1407	-1.2%	0.2	-40.9	-3.2	1156	i	5.9	0.475	-0.153	0.318	-0.269
Cc1cc2nc(/N=C(\N)NC(=O)N3c4ccccc4Sc4ccccc43)nc(C)c2cc1C	4.1%	3.1	3.3	6.3	i	-0.36	985	-1.4%	20.4	-22.7	2.6	482	i	16.6	0.433	-0.292	0.0469	-0.0265
CCOC(=O)c1sc(NC(=O)c2ccc(S(=O)(=O)N(C)C)cc2)cc1C	0.4%	4.2	5.8	5.4	i	nt	nt	5.7%	-4.4	3.4	nt	nt	i	0.7	0.0678	-0.308	0.438	-0.456
Cc1ccc(C2=NOC(=O)/C2=C\C=C\c2ccccc2)cc1	-19.2%	5.6	5.8	4.6	i	0.55	1437	-18.2%	27.9	16.1	2.9	884	i	8.8	-5.59*	1.78*	-2.53*	-0.692*
O=C(Nc1nccs1)C1Cc2ccccc2CN1S(=O)(=O)c1ccc(F)cc1 (stereo unspecified)	-2.8%	3.0	3.0	9.3	i	0.52	1449	2.3%	-1.8	1.5	1.5	1419	i	0.5	0.0945	0.0763	0.224	-0.157
CCOC(=O)c1[nH]c2ccc(OC)cc2c1NS(=O)(=O)c1ccc(OC)cc1OC	7.1%	4.3	3.3	4.0	i	-0.38	1250	1.2%	0.6	-20.6	-2.2	1004	i	21.2	-0.213	-0.332	0.337	-0.327
C/C=C/c1ccc(OCCCCN2CCC(C)CC2)c(OC)c1	-2.4%	2.2	1.7	4.2	i	-0.51	1193	-6.4%	3.9	31.1	-0.2	1062	i	5.7	-1.03	-0.37	-0.298	1.55
CC(C)N1CCc2c(sc(NC(=S)NC(=O)c3ccccc3)c2C#N)C1	-36.6%	4.2	3.6	1.4	i	1.11	1526	-16.9%	-0.3	9.2	-0.4	1112	i	27.5	-1.23	0.438	-0.32	2.1
CCOC(=O)C1=C(C)NC(=O)NC1c1ccc(Br)s1 (stereo unspecified)	-0.9%	0.6	0.8	8.0	i	0.37	825	-8.2%	4.9	8.8	1.0	1087	i	-4.7	0.136	0.0175	0.455	-0.132
O=C(CCSc1nnc(-c2ccncc2)o1)Nc1ccccc1	2.5%	1.8	1.4	3.8	i	1.12	1327	9.4%	5.9	11.4	-1.5	1081	i	4.9	-1.13	-0.276	-0.412	0.35
CC(=O)Nc1ccc(Sc2ccccc2C(=O)O)cc1	-18.9%	2.3	2.2	8.6	i	-0.11	1530	-36.0%	5.3	-4.4	-0.1	1098	i	-10.3	3.41	-0.264	2.14	-1.35
Cc1cc(-c2csc(N)n2)c(C)n1CCc1ccccc1	-100.6%	6.5	3.6	5.2	i	-0.86	907	-67.5%	25.4	28.4	1.3	1095	i	5.0	-0.831	-0.0253	-0.226	0.639
O=[N+]([O-])c1ccc2c(c1)nc1n2CCSC1	nt	nt	nt	nt	i	-0.19	1156	nt	nt	nt	-0.2	1338	nt	nt	0.0932	-0.227	0.0273	-0.392
COc1cc(C2Nc3ccccc3C(=O)N2c2ccccc2)ccc1O (stereo unspecified)	-4.7%	1.2	1.3	5.1	i	0.02	899	-3.4%	9.4	-1.7	-2.9	1109	i	-10.8	-0.533	-0.395	-0.136	0.566
O=[N+]([O-])c1ccc(O)c(/C=N/Nc2nn[nH]n2)c1	25.5%	5.2	0.5	4.5	i	0.76	1514	34.5%	14.0	7.5	-2.7	1128	i	-4.0	-0.491	-0.197	-0.213	1.01
CCCS(=O)(=O)c1c(S(=O)(=O)CCC)c2c(C)cccn2c1C(=O)OC	-15.2%	3.4	2.3	8.5	i	-0.64	1701	-6.4%	-9.5	-1.3	2.6	1286	i	2.0	-0.257	-0.249	-0.0202	0.772
O=C(CCc1nc2ccccc2s1)NC1CCOC1=O (stereo unspecified)	nt	nt	nt	nt	i	-0.56	988	nt	nt	nt	0.9	1268	nt	nt	0.922	-0.301	0.388	0.102
Cc1nnc2c(-c3ccccc3)nc3ccccc3n12	9.2%	2.4	2.3	7.7	i	-0.29	883	17.1%	4.0	-5.0	1.5	1064	i	-6.2	-0.191	-0.201	-0.104	0.595
Cc1nonc1C1CCCN1Cc1nc(-c2ccccc2Cl)oc1C (stereo unspecified)	9.8%	5.0	1.4	4.1	i	0.27	1417	19.1%	-9.8	13.5	-2.7	1031	i	-1.2	-0.615	-0.2	-0.219	0.145
CC(C)(C)C1(C)OC(C(N)=O)C(C(N)=O)O1 (stereo unspecified)	1.9%	4.0	4.0	7.8	i	0.19	1269	-2.2%	16.2	3.2	-1.6	784	i	4.7	0.713	-0.0491	0.768	-0.284
O=c1c2c3c(sc2ncn1/N=C/c1ccc([N+](=O)[O-])o1)CCCC3	39.7%	1.6	1.1	4.4	i	-0.55	1585	22.2%	-10.9	-11.8	-0.2	1338	i	4.8	2	0.571	1.47	-1.66
CC(=O)Nc1ccc(S(=O)(=O)N(C)c2ccccc2)cc1	-7.4%	3.3	2.2	0.3	i	-0.15	1088	-7.0%	-1.3	-1.7	3.2	1146	i	21.2	-0.469	-0.208	0.0758	0.511
Cn1nnnc1SCc1nnc(-c2ccc(F)cc2)o1	-11.1%	1.6	1.6	16.6	i	0.24	887	-11.0%	-4.6	-29.0	1.0	1030	i	-11.4	-0.262	-0.132	-0.156	0.491
CCC(=O)NC(=S)Nc1ccc(NC(=O)COc2ccc([N+](=O)[O-])cc2)cc1	4.8%	5.2	1.2	1.7	i	-0.05	1566	10.0%	-6.4	-32.1	-6.5	1054	i	0.8	-0.274	-0.322	-0.146	0.861
